# GRK2 inh – blocks RNA aptamer binding to human GRK2. P25098. AID 488847. bead flow cytometry, FAM-aptamer displacement from GRK2. inhibition of aptamer binding, % at 10 µM. 330,000 compounds, 0.59% hits;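 active means inhibition of aptamer binding above 40%, roughly 3 SD of noise, on plates passing a quality check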;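 further: median bead fluorescence of bound FAM aptamer so fluorescent compounds give negative values; no value below 0 was filed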
# CIT2 TOR yeast – alters CIT2-GFP fluorescence in TOR pathway yeast screen | GFP response vs DMSO, % at 10 µM | S. cerevisiae CIT2-GFP strain, flow cytometry, 3 h; 100 means same as DMSO wells | 320,000 compounds, 0.065% hits;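 active means GFP response relative to DMSO above a set limit, near the screen mean plus 3 SD, cut at about 150% in these data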;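 further: ratio of well median GFP fluorescence to mean of DMSO wells on the plate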
# VLA-4 inh – inhibition in a human VLA-4 binding assay; P13612; VLA-4 expressing cells, ligand binding flow cytometry; inhibition, % (about 7 µM as worked out from the volumes in the protocol); 330,000 compounds, 0.2% hits; AID 2557; in the data active means inhibition above about 50%
# BCLXL inh – Bcl-xL (human) inhibition. inhibition, % at 10.9 µM. Q07817. 320,000 compounds, 0.7% hits. GST-Bcl-xL / FITC-Bim BH3 peptide fluorescence polarization;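 active means inhibition above the mean of all tested compounds plus 3 SD, cutoff set per campaign, cut at about 30% in these data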;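 further: 0% = DMSO wells and 100% = unlabeled Bim-BH3 peptide competitor; inhibitors lower millipolarization by displacing the labeled peptide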
# Target sequence (Q07817 whole entry, looked up): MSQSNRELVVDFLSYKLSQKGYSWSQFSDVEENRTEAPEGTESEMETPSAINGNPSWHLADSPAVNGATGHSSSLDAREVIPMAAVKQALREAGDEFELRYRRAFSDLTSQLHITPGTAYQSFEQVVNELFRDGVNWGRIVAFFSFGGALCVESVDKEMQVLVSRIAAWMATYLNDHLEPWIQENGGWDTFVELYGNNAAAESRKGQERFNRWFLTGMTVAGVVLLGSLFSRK
# MEX-5 binding – C. elegans MEX-5 TCR-2 RNA binding activity | Q9XUB2 | MEX-5/FITC-TCR2 RNA binding, fluorescence polarization; hits give low values | activity score (negative = inhibition of binding), % at 10 µM | 300,000 compounds, 0.38% hits | AID 1832;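 active means inhibition past about -25% in most replicates, and total fluorescence under double the plate's negative control median, limit read from the data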;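 further: 0% = DMSO and -100% = 5 µM competing unlabeled TCR2 RNA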
# MCL1-BIM inh – inhibitors of human MCL1 binding to BIM-BH3 peptide. AID 2057. inhibition, % at 10.9 µM. GST-MCL1 / FITC-Bim-BH3 fluorescence polarization. 320,000 compounds, 0.68% hits;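 active means inhibition above the mean inhibition of all tested compounds plus 3 SD, set per campaign, cut at about 40% in these data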;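 further: 0% = DMSO wells and 100% = unlabeled Bim-BH3 peptide control; higher means more loss of mP so more displacement of Bim peptide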
# Target sequence (Q07820 whole entry, looked up): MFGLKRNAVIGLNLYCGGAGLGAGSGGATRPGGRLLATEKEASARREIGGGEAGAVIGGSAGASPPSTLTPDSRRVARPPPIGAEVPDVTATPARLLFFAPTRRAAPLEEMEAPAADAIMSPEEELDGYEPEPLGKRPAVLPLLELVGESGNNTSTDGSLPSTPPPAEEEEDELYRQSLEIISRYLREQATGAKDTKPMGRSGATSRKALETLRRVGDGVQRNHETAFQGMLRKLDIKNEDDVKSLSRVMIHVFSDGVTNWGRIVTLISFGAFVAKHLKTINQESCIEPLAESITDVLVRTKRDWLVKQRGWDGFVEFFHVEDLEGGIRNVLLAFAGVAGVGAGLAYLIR
# AGP1-GFP MLPCN – alters AGP1-GFP fluorescence in TOR pathway yeast screen. 320,000 compounds, 0.02% hits. AID 2066. S. cerevisiae AGP1-GFP multiplex flow cytometry, 3 h; GFP as percent of DMSO wells. GFP response vs DMSO, % at 10 µM;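 active means GFP response relative to DMSO above a set limit, near screen average plus 3 SD, cut at about 150% in these data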;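 further: median GFP channel fluorescence of the gated AGP1 strain per well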
# GLD-1 RNA inh – GLD-1-TGE RNA interaction inhibition (C. elegans); inhibition, % at 5.96 µM; Q17339; purified GLD-1 + fluorescein TGE RNA, fluorescence polarization; 320,000 compounds, 0.44% hits; AID 2280;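 active means percent inhibition above a per-plate cutoff, the plate mean of test compounds plus 3 SD, cut at about 30% in these data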;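 further: 0% = DMSO wells with GLD-1 and probe and 100% = wells lacking GLD-1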
# Target sequence (Q17339 whole entry, looked up): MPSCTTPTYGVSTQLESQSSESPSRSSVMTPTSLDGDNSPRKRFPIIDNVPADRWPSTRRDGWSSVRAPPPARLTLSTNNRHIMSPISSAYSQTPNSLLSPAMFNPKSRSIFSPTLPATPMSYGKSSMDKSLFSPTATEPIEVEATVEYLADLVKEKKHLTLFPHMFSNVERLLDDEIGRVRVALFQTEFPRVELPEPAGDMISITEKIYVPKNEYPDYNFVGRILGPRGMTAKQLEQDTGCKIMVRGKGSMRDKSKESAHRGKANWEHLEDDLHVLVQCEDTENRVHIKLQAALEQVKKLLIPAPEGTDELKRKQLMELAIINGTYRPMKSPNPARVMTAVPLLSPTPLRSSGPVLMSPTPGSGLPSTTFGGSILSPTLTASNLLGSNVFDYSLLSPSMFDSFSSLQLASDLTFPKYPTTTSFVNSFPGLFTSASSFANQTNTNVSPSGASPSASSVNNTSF
# Yeast superoxide – yeast age-related superoxide inhibition as caloric restriction mimetic | AID 2690 | superoxide response (% of plate mean), % at 10 µM | 330,000 compounds, 0.18% hits | S. cerevisiae aged cells, superoxide DHE fluorescence; hits give low values;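 active means superoxide response under a set limit, about three screen SD below normal, cut at about 65% in these data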;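 further: yeast aged for seven days with compound at 30 °C before DHE staining; 100% = average MFI of all compound-treated wells on the plate with controls excluded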
# * = called active by the depositor; nt = no result given. No enrichment for hits. Share with any hit: about 2.1%.
SMILES,GRK2 inh,CIT2 TOR yeast,VLA-4 inh,BCLXL inh,MEX-5 binding,MCL1-BIM inh,AGP1-GFP MLPCN,GLD-1 RNA inh,Yeast superoxide
Cc1csc(SCC(=O)Nc2ccc(C)c(F)c2)n1,0,96,-13,3,nt,10,109,8,87
Cc1ccc(S(=O)(=O)N2CCN(c3nc(CN4CCCC4)nc4sc(C)c(C)c34)CC2)cc1,0,97,11,-8,nt,-3,101,-7,98
CCOC(=O)C1=C(C)Nc2ccccc2N=C1NC(=O)c1ccc(Cl)c(S(=O)(=O)N2CCCC2)c1,0,85,9,-12,4.0,-15,89,-3,91
O=[N+]([O-])c1ccc(N2CCN(S(=O)(=O)c3ccc4ccccc4c3)CC2)cc1NCC1CCCO1 (stereo not given),7,103,5,1,2.1,-4,111,7,104
Cc1cc(SCNC(=O)c2ccccc2)nc(C(C)C)n1,0,83,12,5,0.6,2,90,7,92
CCCN(C(=O)c1ccc(N2CCCC2=O)cc1)c1c(N)n(Cc2ccccc2)c(=O)[nH]c1=O,4,87,0,-9,-0.5,-6,102,0,108
c1ccc(-c2nc3nc4ccccc4nc3n2Cc2ccco2)cc1,0,97,-20,18,-9.1,9,89,5,98
N#Cc1cc2c(nc1SC1CCCCC1O)CCCC2 (stereo not given),3,99,7,-3,0.7,-4,101,-7,120
CCN(CC)S(=O)(=O)c1ccc(NC(=O)COC(=O)c2ccc(Br)o2)cc1,0,nt,13,0,0.0,-8,103,4,113
COc1cccc(C(=O)NCCS(=O)(=O)NCc2ccc(Cl)cc2)c1,1,98,14,-1,0.8,-1,96,8,100
CSCC[C@H](NC(=O)[C@H]1N2C(=O)c3ccccc3C2SC1(C)C)C(=O)NCc1ccncc1 (stereo not given in full),0,106,1,7,1.3,10,94,-1,81
CCOc1ccc2nc(NC(=O)CSCC(=O)Nc3cc(C)on3)sc2c1,0,101,5,8,-1.4,8,104,13,99
CCN(CC)S(=O)(=O)c1ccc(C(=O)NCc2n[nH]c(=S)n2Cc2ccccc2)cc1,3,104,nt,-9,1.6,-16,107,-10,99
CCOC(=O)c1c(N)sc(C(O)(C(F)(F)F)C(F)(F)F)c1-c1ccc(OC)cc1OC,0,106,5,3,-0.7,7,102,-7,93
O=C(CNC(=O)c1ccccc1F)NCCOc1ccccc1Cl,1,101,9,-2,-2.5,-9,98,10,100
COc1ccc(/C=C/C(=O)NC2CCN(Cc3ccccc3)CC2)cc1OC,0,102,-1,-2,1.6,-3,98,-8,102
O=C(CCC(=O)c1ccc(Oc2ccccc2)cc1)Nc1cccc(Cl)c1Cl,0,106,2,2,0.0,-6,106,-6,86
CCOc1ccccc1-c1nnc(SCC(=O)NC2CC3CCC2C3)n1CC (stereo not given),2,95,0,-2,-0.2,7,100,-2,99
Cc1cc(C)n2nc(C(F)(F)F)c(-c3ccccc3)c2n1,0,109,13,5,1.2,9,110,4,100
O=C(Nc1ccc(NC(=O)c2ccc(Cl)c(S(=O)(=O)N3CCOCC3)c2)cc1)c1ccccc1,0,96,-8,4,-1.4,3,96,1,100
CC(=O)N1N=C(c2ccncc2)OC12CCCCC2,2,110,1,9,1.2,1,111,3,104
O=C(COC(=O)CNC(=O)c1ccc(Cl)c([N+](=O)[O-])c1)NC(=O)c1ccccc1,2,94,-12,-1,1.4,-4,98,3,108
Cc1cc2oc(=O)cc(C)c2c(=O)o1,0,110,5,2,-1.6,-1,100,1,95
Cc1cc(C)cc(NC(=O)c2nccnc2C(=O)O)c1,2,93,16,2,-0.2,0,102,0,90
CCOc1ccc(C(CC(=O)O)n2cnnn2)cc1 (stereo not given),0,nt,11,4,-2.1,2,104,0,95

# Only AGP1-GFP MLPCN and GRK2 inh, for some of the entries so far:
Molecule	AGP1-GFP MLPCN	GRK2 inh
Cc1ccc(S(=O)(=O)N2CCN(c3nc(CN4CCCC4)nc4sc(C)c(C)c34)CC2)cc1	101	0
CCOC(=O)C1=C(C)Nc2ccccc2N=C1NC(=O)c1ccc(Cl)c(S(=O)(=O)N2CCCC2)c1	89	0
O=[N+]([O-])c1ccc(N2CCN(S(=O)(=O)c3ccc4ccccc4c3)CC2)cc1NCC1CCCO1 (stereo not given)	111	7

# Remaining list, next part:
SMILES,GRK2 inh,CIT2 TOR yeast,VLA-4 inh,BCLXL inh,MEX-5 binding,MCL1-BIM inh,AGP1-GFP MLPCN,GLD-1 RNA inh,Yeast superoxide
COc1ccc(N2CCN(C(=O)C3CCCN3S(=O)(=O)c3cccc4nsnc34)CC2)cc1 (stereo not given),2,114,-6,4,-3.2,5,104,-1,92
c1ccc(CNc2cnccn2)cc1,0,98,8,0,1.1,-8,97,0,76
CC1CCC(NC(=O)c2cc(S(=O)(=O)N(C)C)ccc2N2CCCC2)CC1 (stereo not given),4,108,-6,1,-0.9,11,111,6,88
COc1ccc([N+](=O)[O-])cc1NC(=O)c1cncc(Br)c1,0,105,-4,6,-0.5,-3,97,-1,94
Cc1cccc(CCN(Cc2cc3cccc(C)c3[nH]c2=O)C(=O)N2CCOCC2)c1,0,94,12,1,0.1,-3,100,-7,111
Cn1c(=O)c2c(ncn2CC(N)=O)n(C)c1=O,37,104,2,-6,-0.6,-6,98,0,91
Cc1ccccc1CN(C)C1CCN(C)CC1,1,102,12,1,-0.8,7,91,-6,104
Cc1ccc(NC(=S)NNC(=O)CSc2nnc(-c3ccc(Cl)cc3)n2C2CCCCC2)cc1,2,98,-43,7,-3.2,7,95,2,87
CC(=O)Nc1ccc(S(=O)(=O)NCCC(=O)NCCOc2ccccc2)cc1,1,102,3,-3,nt,1,102,2,87
CC(=O)Nc1cc(C)nn1-c1nc2ccccc2s1,3,101,-11,6,0.4,4,82,5,104
COc1ccc(NC(=O)COC(=O)CC2CC3CCC2C3)c([N+](=O)[O-])c1 (stereo not given),1,102,11,7,-1.0,-5,103,6,105
COc1cccc(C2C3=C(CCCC3=O)Nc3[nH]n(-c4ccccc4)c(=O)c32)c1 (stereo not given),0,104,-5,-1,-1.4,2,104,-2,102
Cc1cc2cc(NC(=O)c3ccco3)ccc2[nH]1,0,90,17,5,-0.2,4,92,-4,105
C/C(=N\NC(=O)c1cc(-c2ccc(Br)s2)[nH]n1)c1ccncc1,2,97,2,0,0.5,-3,102,9,102
Cn1nnc(NC(=O)c2ccccc2F)n1,4,96,7,2,-1.3,-2,82,-7,101
CC(c1ccco1)N(C(=O)c1ccc(C#N)cc1)c1ccccn1 (stereo not given),0,94,-1,-1,0.0,-4,99,4,103
CCOc1cc2[nH]c(=S)n(Cc3ccc(C(=O)NCCCN4CCOCC4)cc3)c(=O)c2cc1OCC,2,102,-11,-29,0.0,-23,101,4,99
CCS(=O)(=O)n1nc(-c2ccccc2)nc1SCc1ccccc1,0,nt,-3,4,-1.4,7,85,3,84
COc1cc(C(=O)NNC(=O)c2cccc(Cl)c2)ccc1OCC(=O)N1CCOCC1,0,99,1,2,nt,3,108,-4,110
CC(C)n1c(N2CCN(C(=O)Nc3ccc(Cl)cc3)CC2)nc2ccccc21,0,108,10,2,0.9,6,102,2,98
CC1(C)Cc2c(sc3nn[nH]c(=O)c23)CO1,0,101,-27,2,0.8,3,105,0,99
CCN(CC)C(=O)Cn1cc(SCC(=O)NC2CCCC2)c2ccccc21,0,91,6,-7,2.1,-8,93,6,86
CC[C@]12c3[nH]c4ccccc4c3CCN1C(=O)C(CC(=O)NC(C)(C)C)C[C@@H]2C(=O)N1CCN(C(=O)C2CC2)CC1 (stereo not given in full),2,93,-12,nt,nt,nt,91,1,85
Cc1cc(C(=O)OCC(=O)NCc2ccc3c(c2)OCO3)c2ccccc2n1,0,91,11,-1,-4.7,0,77,3,116
Cc1ccc(C(C)C)c(OCc2ccc(C(=O)N/N=C/c3ccc(O)c(O)c3)cc2)c1,0,90,-3,1,nt,-1,93,4,96

# Ordered by value in AGP1-GFP MLPCN (ascending): five from the list above.
Structure | AGP1-GFP MLPCN
CCS(=O)(=O)n1nc(-c2ccccc2)nc1SCc1ccccc1 | 85
Cc1cc(SCNC(=O)c2ccccc2)nc(C(C)C)n1 | 90
CC(c1ccco1)N(C(=O)c1ccc(C#N)cc1)c1ccccn1 (stereo not given) | 99
Cc1cc(C)n2nc(C(F)(F)F)c(-c3ccccc3)c2n1 | 110
O=[N+]([O-])c1ccc(N2CCN(S(=O)(=O)c3ccc4ccccc4c3)CC2)cc1NCC1CCCO1 (stereo not given) | 111

# Additional structures follow.
SMILES,GRK2 inh,CIT2 TOR yeast,VLA-4 inh,BCLXL inh,MEX-5 binding,MCL1-BIM inh,AGP1-GFP MLPCN,GLD-1 RNA inh,Yeast superoxide
COc1ccc(C(CNC(=O)Cn2[nH]c(=O)c3ccccc3c2=O)N2CCCC2)cc1 (stereo not given),0,103,6,-5,-0.4,-1,107,-4,93
COc1ccc(NC2=Nc3cccc4cccc2c34)cc1OC,5,99,5,-18,-1.1,-22,96,1,103
CC(C)Oc1ccc(CNC(=O)C2CCN(C(=O)N3CCOc4ccccc43)CC2)cc1,0,113,-4,4,3.5,6,111,10,102
Cc1ccc(CNC(=O)C2CCC(=O)N2Cc2ccc(C)cc2)cc1 (stereo not given),0,109,-3,7,1.9,5,102,3,101
Cc1ccc(Cn2nnc3c(=O)[nH]c(C4CCN(S(=O)(=O)Cc5ccccc5)CC4)nc32)cc1,0,96,-18,2,-2.8,9,104,-7,98
Cc1cccc(N2C(=O)CC(Sc3nc(-c4ccccc4)c4cc(Cl)ccc4n3)C2=O)c1 (stereo not given),0,88,-3,0,0.4,-1,91,-3,85
CC(C)(C)c1ccc(-n2ncc3c2CCCC3NC(=O)CCN2CCCC2=O)cc1 (stereo not given),0,107,-1,6,0.0,1,105,-4,99
COc1ccc(N(C(=O)c2cnsn2)C(C(=O)NC2CCCCC2)c2ccncc2)cc1 (stereo not given),4,104,41,3,2.2,6,101,-7,92
COc1ccc(/C=N/NC(=O)CCn2cnc3ccccc32)cc1,0,99,1,2,1.7,3,106,4,106
COc1ccccc1NC(=O)CSc1n[nH]c(-c2ccccn2)n1,2,99,6,6,3.1,5,98,10,99
O=C(Nc1cccc(NC(=O)c2cccs2)c1)c1ccc(Br)cc1,1,105,4,4,3.6,0,102,3,100

# 2 entries drawn at random from the list so far, as already listed:
SMILES,GRK2 inh,CIT2 TOR yeast,VLA-4 inh,BCLXL inh,MEX-5 binding,MCL1-BIM inh,AGP1-GFP MLPCN,GLD-1 RNA inh,Yeast superoxide
Cc1cccc(N2C(=O)CC(Sc3nc(-c4ccccc4)c4cc(Cl)ccc4n3)C2=O)c1 (stereo not given),0,88,-3,0,0.4,-1,91,-3,85
Cc1ccc(CNC(=O)C2CCC(=O)N2Cc2ccc(C)cc2)cc1 (stereo not given),0,109,-3,7,1.9,5,102,3,101

# Profiles as entered above.
# Listed for Cc1cc(SCNC(=O)c2ccccc2)nc(C(C)C)n1 = GRK2 inh: 0; CIT2 TOR yeast: 83; VLA-4 inh: 12; BCLXL inh: 5; MEX-5 binding: 0.6; MCL1-BIM inh: 2; AGP1-GFP MLPCN: 90; GLD-1 RNA inh: 7; Yeast superoxide: 92
# Listed for CCOc1cc2[nH]c(=S)n(Cc3ccc(C(=O)NCCCN4CCOCC4)cc3)c(=O)c2cc1OCC = GRK2 inh: 2; CIT2 TOR yeast: 102; VLA-4 inh: -11; BCLXL inh: -29; MEX-5 binding: 0.0; MCL1-BIM inh: -23; AGP1-GFP MLPCN: 101; GLD-1 RNA inh: 4; Yeast superoxide: 99

# Compound activity as filed in PubChem BioAssay.
